# Shn3 inh set2 = Schnurri-3 reporter inhibition in Clone20 osteoblasts; inhibition, % at 12.5 µM; Clone20 osteoblast Shn3 3'UTR firefly luciferase, 24 h; AID 588674; actives 0.52% (n = 360,000);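 active means mean inhibition of at least 75% with every replicate also reaching 75%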;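 further: 0% = median of neutral control wells and 100% = pilot-screen positive control compound; some compounds past the cut are filed as inactive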
# NR2E3 ag-1 = NR2E3 (human) agonism. GST-NR2E3/biotin-RetCOR TR-FRET, 1536-well. inhibition of corepressor binding, % at 4.78 µM. actives 0.12% (n = 320,000). AID 2300;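 active means percent inhibition above the cutoff of mean plus 3 SD of all tested compounds, set per screening campaign, cut at about 20% in these data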;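 further: 0% = DMSO wells and 100% = biotin wells as full block of FRET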
# Target sequence (Q9Y5X4 whole entry, looked up): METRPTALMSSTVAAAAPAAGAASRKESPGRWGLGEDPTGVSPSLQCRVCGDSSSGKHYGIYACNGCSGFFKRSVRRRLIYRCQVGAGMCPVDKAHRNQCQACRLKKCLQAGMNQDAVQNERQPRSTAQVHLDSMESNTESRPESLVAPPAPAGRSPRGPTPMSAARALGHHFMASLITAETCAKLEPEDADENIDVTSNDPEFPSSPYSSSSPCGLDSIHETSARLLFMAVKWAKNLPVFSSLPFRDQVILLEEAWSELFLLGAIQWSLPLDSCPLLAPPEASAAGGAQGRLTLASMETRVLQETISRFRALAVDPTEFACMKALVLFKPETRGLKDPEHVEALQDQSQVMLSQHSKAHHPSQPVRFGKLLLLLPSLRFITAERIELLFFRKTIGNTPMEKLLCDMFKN
#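 Test system: GST-NR2E3 and biotin-RetCOR proteins | Quantity: 1.35 nM GST-tagged NR2E3 final | Medium: Tris pH 7.5 | Also added: 7 nM biotin-RetCOR | Dosing: Compound at 4.8 µM, single dose | Timing: 5 h at 4 °C | Detection: Time-resolved FRET | Read-out basis: Percent inhibition | Benchmarks: Biotin wells as high control, 0.6% DMSO wells as low control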
# HIF-2a block = HIF-2a inhibition; inhibition, % at 18.8 µM; actives 0.72% (n = 360,000); 786-0 RCC cells HIF-2a reporter, luciferase luminescence, overnight;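 active means inhibition of the luminescence signal of 40% or more relative to plate controls, in a single-dose primary screen at 18.75 µM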
# TROY NFkB inh = TROY signaling inhibition | Q293 LMP1-TROYcd NF-kB luciferase reporter, 4 h | inhibition, % at 10 µM | actives 0.98% (n = 360,000);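 active means compounds whose plate-normalised and pattern-corrected inhibition of the luciferase reporter signal at the single screening dose is 50% or more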
# TRPM1 prom inh = inhibitors of MITF-driven TRPM1 promoter in melanoma cells; SK-MEL-5 TRPM1 promoter luciferase, 24 h; inhibition, % at 12.5 µM; actives 0.83% (n = 330,000); AID 488899;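 active means mean inhibition across replicates of 60% or more, whatever share of single replicates reaches that level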; further: values of inactives mirror those of a sister screen read the other way
# KKLEB cytotox = CF airway cell cytotoxicity counter-screen; KKLEB CF airway cells viability, ATPlite luminescence, overnight; hits give low values; cells stimulated with P. aeruginosa culture filtrate; activity change (cytotoxicity), % at 5 µM; actives 0.36% (n = 360,000);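 active means corrected activity change at or below -50% at 5 µM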
# C8 TRAIL sens = sensitizes caspase-8 expressing cells to TRAIL; inhibition (viability loss, TRAIL sensitization), % at 10 µM; AID 624354; actives 1% (n = 360,000); NB7+C8 cells + TRAIL, ATPlite viability luminescence;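 active means compounds causing at least 50% loss of cell viability in the single-dose screen, relative to plate controls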
# CF NFkB block = inhibitors of cystic fibrosis induced NF-kB; KKLEB NF-kB-GFP reporter, PAF-induced, GFP fluorescence overnight; AID 588850; actives 0.86% (n = 360,000); inhibition, % at 5 µM;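 active means at least 50% inhibition at 5 µM, scaled per plate between neutral and stimulator controls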;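 further: PAF is a Pseudomonas aeruginosa culture filtrate used as stimulus; plate controls were PAF-stimulated DMSO wells for no effect and unstimulated DMSO wells for full effect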
# TWEAK-Fn14 inh = inhibitors of TWEAK-Fn14 interaction signaling. AID 1159606. TWEAK-stimulated Fn14 reporter cells, luciferase luminescence, 8 h. actives 2% (n = 360,000). inhibition, % at 10 µM; in the data active means inhibition above about 50%
# NR2E3 ag-2 = human photoreceptor-specific nuclear receptor agonism; CHO-S Gal4-NCOR/VP16-NR2E3 two-hybrid, luciferase; AID 602229; actives 0.35% (n = 360,000); Q9Y5X4; inhibition of corepressor binding, % at 3.98 µM;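 active means inhibition above the mean of all tested compounds plus 3 SD, cut at about 70% in these data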;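 further: 0% = DMSO with NR2E3 transfected cells and 100% = cells lacking NR2E3 construct; higher means lower luciferase signal from less NR2E3 corepressor binding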
# Peg3 promoter = inhibitors of Peg3 promoter; HeLa PEG-Prom luciferase reporter, luminescence, overnight; inhibition, % at 20 µM; actives 1.7% (n = 360,000);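 active means inhibition of at least 50% at 20 µM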
# Active calls of the source: *; · = no result given. An excerpt; rates above refer to the full screens.
No.	molecule	Shn3 inh set2	NR2E3 ag-1	HIF-2a block	TROY NFkB inh	TRPM1 prom inh	KKLEB cytotox	C8 TRAIL sens	CF NFkB block	TWEAK-Fn14 inh	NR2E3 ag-2	Peg3 promoter
1	N/C(=N\OC(=O)c1cc(Cl)ccc1Cl)c1ccncc1	-36	4	-226	-24	-32	11	7	7	6	-8	-199
2	Cc1ccc(-n2ncc3c(Nc4c(C)n(C)n(-c5ccccc5)c4=O)ncnc32)c(C)c1	3	3	-1	2	-6	-7	0	10	-5	-25	2
3	COc1c2c(cc3c1C(CC(O)Cc1ccccc1)N(C)CC3)OCO2 (stereo unspecified)	-1	2	22	-19	4	1	8	-9	-1	-32	-14
4	O=C(NC1CCCCC1)c1cc(S(=O)(=O)N2CCN(c3ccccc3)CC2)ccc1Cl	52	·	7	1	13	8	8	-10	23	24	6
5	CCN(CC)c1nc2c(s1)C(=O)CC(C)(C)C2	-12	-1	-49	-36	-22	-6	-5	-2	-5	-20	-52
6	Cc1ccc(S(=O)(=O)N2CCC(=O)N(CCOCc3cccc(Cl)c3)CC2)cc1	-25	5	10	-9	-8	-2	8	3	-2	10	6
7	CCNc1nc(NCC)nc(SCCOC(=O)COc2ccc(Cl)cc2Cl)n1	-9	-1	-1	0	3	-5	15	-12	-9	-17	18
8	CC1=NN(C(=O)c2ccc(Cn3nc(C)cc3C)o2)C(O)(C(F)(F)F)C1 (stereo unspecified)	4	3	9	9	-6	12	10	3	-21	-17	7
9	CC(=O)N/N=C(\C)CC(=O)Nc1cccc2c1CCCC2	2	-2	9	-12	4	-1	-6	3	-2	-14	5
10	Cc1ccccc1OCC(=O)OC(C)C(=O)NC1CCCC1 (stereo unspecified)	10	0	20	5	1	2	-13	-13	1	2	4
11	O=C(CN1CCN(C(=O)c2ccccc2Cl)CC1)Nc1cccc(S(=O)(=O)N2CCCC2)c1	-11	·	4	4	5	-27	-6	20	9	3	13
12	COc1ccc(NC(=O)N(C2CCCCC2)C(C)c2ccco2)c(OC)c1 (stereo unspecified)	38	1	1	-3	16	-2	15	16	-9	4	11
13	CC1c2ccccc2N(NC(=O)Cc2ccccc2)C1C (stereo unspecified)	-4	0	12	-26	-2	-2	-32	9	4	-20	0
14	Cc1cccc(C)c1NC(=O)CN1CCN(C(=O)C2CCC2)CC1	-17	·	7	4	1	1	3	-1	0	-1	1
15	CCOC(=O)N1CCN(C(c2ccc(Cl)cc2)c2sc3nc(C)nn3c2O)CC1 (stereo unspecified)	60	-1	3	-14	·	-10	32	15	6	18	7
16	COc1cccc(Nc2nc(-c3cccs3)nc3ccccc23)c1	-7	-1	-29	13	-7	-1	7	-6	13	-1	-11
17	COc1ccc(NC(=O)CSc2nnc(C3CC3)n2-c2ccccc2)cc1	-6	-1	-6	-23	10	-9	-2	4	-12	-10	20
18	Nc1nc(Nc2cccc(C(F)(F)F)c2)nc(C(F)(F)F)n1	-20	5	7	-24	10	-22	37	19	-19	-1	8
19	CCc1cccc(N(C(=O)c2csnn2)C(C(=O)NC2CCCCC2)c2ccncc2)c1 (stereo unspecified)	-11	-4	-8	1	4	-5	-1	-17	7	26	14
20	c1ccc(-n2nnnc2Cc2nnnn2-c2ccccc2)cc1	15	2	21	15	-1	30	-3	0	2	-3	8
21	O=C(O)c1ccc(S(=O)(=O)N2CCSCC2)cc1	-59	4	24	-4	7	-8	5	1	9	-7	18
22	Cc1ccc(C(=O)Nc2nnc(CC(=O)N/N=C/c3ccncc3)s2)cc1	-31	1	-119	-29	-26	-1	8	5	-18	-16	-60
23	CC(OC(=O)C1CC(=O)N(Cc2ccccc2)C1)C(=O)Nc1ccccc1[N+](=O)[O-] (stereo unspecified)	-12	0	10	-9	16	6	30	8	2	-7	-5
24	Cc1cc(OCC(=O)Nc2ccc(CCO)cc2)c2c(C)c(C)c(=O)oc2c1	-5	-3	-55	3	-8	-11	4	-93	-38	-23	-28
25	O=[N+]([O-])c1ccc(N(CCO)Cc2ccccc2)c([N+](=O)[O-])c1	9	2	15	7	11	-3	-2	7	18	-30	17
26	CCOC(=O)C1(Cc2ccccc2C(F)(F)F)CCN(C2CCC2)CC1	-1	1	7	8	-7	-4	-2	4	-6	6	-3
27	COC(=O)[C@]1(Cc2ccccc2)N[C@H](CN(C)C(=O)Nc2ccccc2)[C@@H]2C(=O)N(Cc3ccccc3)C(=O)[C@@H]21	4	·	7	-21	4	2	0	4	-6	-39	2
28	CCOC(=O)c1nc(C)nc(Sc2n[nH]c(-c3ccc(C(C)(C)C)cc3)n2)c1C	6	0	-57	13	4	-14	0	12	-7	-101	-24
29	N#Cc1ccccc1Cn1c(=O)n(Cc2ccc(C(=O)NCc3ccco3)cc2)c(=O)c2ccccc21	7	-5	3	16	7	-6	5	14	9	12	38
30	COc1ccc(NC(=O)c2ccccc2-c2ccccc2C(=O)O)cc1	1	-2	10	8	-6	-13	3	-12	6	0	20
31	Clc1ccccc1CN1CCN(/N=C/C=C/c2ccco2)CC1	-19	2	-193	-5	-54	6	-7	-5	-21	-36	-136
32	COCC(=O)Nc1nnc(-c2cccs2)s1	-8	0	-99	-48	-14	-1	-2	-2	9	-19	-73
33	O=C(NCc1ccccn1)C1CCC(=O)N1C1CCCC1 (stereo unspecified)	2	6	3	-18	-7	-12	2	0	-5	-17	8
34	COC(=O)C(Cc1ccc(O)cc1)NC(=O)NC12CC3CC(CC(C3)C1)C2 (stereo unspecified)	11	-2	24	0	6	-14	-1	9	-16	16	4
35	O=C(COc1ccc2oc3c(c2c1)CCCC3)Nc1ccccn1	-60	-2	-144	-16	-64	-8	21	13	17	-17	-195
36	O=C1OC(c2ccc(F)cc2)=N/C1=C\c1ccc(Br)o1	9	3	2	-2	0	1	-6	-3	23	-23	9
37	Fc1ccc(NCc2cn3ccccc3n2)cc1	-56	-3	-188	-92	-59	0	-18	-20	-29	-62	-144
38	COc1ccc(-c2nnc(S/C(=C/c3ccc(Cl)cc3)C(=O)O)o2)cc1	-18	-2	11	9	2	-9	-4	16	-6	-7	-13
39	CC(C)CN(C(=O)CSc1nncn1C)C1CCS(=O)(=O)C1 (stereo unspecified)	3	2	17	-12	2	13	2	-8	-4	13	-3
40	CCOC(=O)N1CCN(Cc2nc(N)nc(Nc3ccc(OCC)cc3)n2)CC1	-5	-1	6	-5	3	-17	30	13	5	-28	10
41	Cc1cc(C)c(S(=O)(=O)N2CCOC2CNC(=O)C(=O)NCCN(C)C)c(C)c1 (stereo unspecified)	7	-3	18	-5	5	-15	2	-5	-14	9	13
42	CC(=O)c1ccc2c(c1)CC1(C2)Cc2cc3c(cc2C1)C(=O)CC3 (stereo unspecified)	41	·	-27	51*	-8	-8	17	27	57*	21	-52
43	Cc1c(Nc2nc(C(F)(F)F)nc3ccccc23)c(=O)n(-c2ccccc2)n1C	-1	3	8	1	-1	-5	-6	-9	-2	-20	10
44	COCCN1C(=O)N[C@@H](c2ccccc2)[C@H](C(C)=O)[C@H]1C	1	2	11	6	-10	8	6	0	5	-9	-3
45	N#CCC(=O)N1CCN(Cc2ccc3c(c2)OCO3)CC1	4	1	17	-8	·	-2	-1	3	-4	-16	7

# 2 compounds picked at random from the list so far, as already listed:
No.	molecule	Shn3 inh set2	NR2E3 ag-1	HIF-2a block	TROY NFkB inh	TRPM1 prom inh	KKLEB cytotox	C8 TRAIL sens	CF NFkB block	TWEAK-Fn14 inh	NR2E3 ag-2	Peg3 promoter
45	N#CCC(=O)N1CCN(Cc2ccc3c(c2)OCO3)CC1	4	1	17	-8	·	-2	-1	3	-4	-16	7
44	COCCN1C(=O)N[C@@H](c2ccccc2)[C@H](C(C)=O)[C@H]1C	1	2	11	6	-10	8	6	0	5	-9	-3

# 14 compounds already listed, sorted by SMILES length, ascending.
No.	molecule	Shn3 inh set2	NR2E3 ag-1	HIF-2a block	TROY NFkB inh	TRPM1 prom inh	KKLEB cytotox	C8 TRAIL sens	CF NFkB block	TWEAK-Fn14 inh	NR2E3 ag-2	Peg3 promoter
32	COCC(=O)Nc1nnc(-c2cccs2)s1	-8	0	-99	-48	-14	-1	-2	-2	9	-19	-73
33	O=C(NCc1ccccn1)C1CCC(=O)N1C1CCCC1 (stereo unspecified)	2	6	3	-18	-7	-12	2	0	-5	-17	8
45	N#CCC(=O)N1CCN(Cc2ccc3c(c2)OCO3)CC1	4	1	17	-8	·	-2	-1	3	-4	-16	7
31	Clc1ccccc1CN1CCN(/N=C/C=C/c2ccco2)CC1	-19	2	-193	-5	-54	6	-7	-5	-21	-36	-136
36	O=C1OC(c2ccc(F)cc2)=N/C1=C\c1ccc(Br)o1	9	3	2	-2	0	1	-6	-3	23	-23	9
39	CC(C)CN(C(=O)CSc1nncn1C)C1CCS(=O)(=O)C1 (stereo unspecified)	3	2	17	-12	2	13	2	-8	-4	13	-3
30	COc1ccc(NC(=O)c2ccccc2-c2ccccc2C(=O)O)cc1	1	-2	10	8	-6	-13	3	-12	6	0	20
40	CCOC(=O)N1CCN(Cc2nc(N)nc(Nc3ccc(OCC)cc3)n2)CC1	-5	-1	6	-5	3	-17	30	13	5	-28	10
38	COc1ccc(-c2nnc(S/C(=C/c3ccc(Cl)cc3)C(=O)O)o2)cc1	-18	-2	11	9	2	-9	-4	16	-6	-7	-13
34	COC(=O)C(Cc1ccc(O)cc1)NC(=O)NC12CC3CC(CC(C3)C1)C2 (stereo unspecified)	11	-2	24	0	6	-14	-1	9	-16	16	4
43	Cc1c(Nc2nc(C(F)(F)F)nc3ccccc23)c(=O)n(-c2ccccc2)n1C	-1	3	8	1	-1	-5	-6	-9	-2	-20	10
41	Cc1cc(C)c(S(=O)(=O)N2CCOC2CNC(=O)C(=O)NCCN(C)C)c(C)c1 (stereo unspecified)	7	-3	18	-5	5	-15	2	-5	-14	9	13
28	CCOC(=O)c1nc(C)nc(Sc2n[nH]c(-c3ccc(C(C)(C)C)cc3)n2)c1C	6	0	-57	13	4	-14	0	12	-7	-101	-24
29	N#Cc1ccccc1Cn1c(=O)n(Cc2ccc(C(=O)NCc3ccco3)cc2)c(=O)c2ccccc21	7	-5	3	16	7	-6	5	14	9	12	38

# (more compounds)
No.	molecule	Shn3 inh set2	NR2E3 ag-1	HIF-2a block	TROY NFkB inh	TRPM1 prom inh	KKLEB cytotox	C8 TRAIL sens	CF NFkB block	TWEAK-Fn14 inh	NR2E3 ag-2	Peg3 promoter
46	CCOc1ccccc1-c1cc(C(=O)N2CCOCC2)c2ccccc2n1	-2	4	12	13	7	2	-1	6	-6	-42	2
47	COc1ccc(C)cc1NS(=O)(=O)c1ccc(NS(=O)(=O)c2ccc(NC(C)=O)cc2)cc1	0	4	1	-1	5	4	-6	-11	14	2	7
48	CC(C)CCNCC1OCc2ccccc2CO1	-16	1	16	-16	-13	-3	-1	4	5	4	6
49	CCN(CC)CCOC(=O)c1c(C)n(C)c2ccc(OC)cc12	-31	-1	16	14	-6	4	1	-11	-1	-12	5
50	CC1CN(S(=O)(=O)c2ccccc2)CN1C(=O)N1CCOCC1 (stereo unspecified)	7	-3	11	-5	0	11	-9	-3	-12	-8	1
